Assay outcomes deposited in PubChem by National Center for Advancing Translational Sciences (NCATS).
RXFP1 antag: RXFP1 (human) relaxin receptor antagonism | Q9HBX9 | HEK293-RXFP1, relaxin-stimulated cAMP HTRF, 30 min; hits give low values | activity change, negative = inhibition, % at 57.5 µM | 350,000 compounds, 0.59% hits | AID 1259400;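 active = activity change of -60% or lower, but not beyond a set lower limit; inconclusive = change between -60% and -40%, or beyond the set limit; inactive = change above -40%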; also: % is scaled to controls: 0 for no effect and ±100 for the full control effect
TRHR enhancer: allosterically enhances the human TRH receptor; 360,000 compounds, 0.66% hits; P34981; TRHR cells, fluo-8 calcium fluorescence, EC20 TRH enhancement; enhancement, % at 2 µM; in the data active = enhancement above about 30%; also: 0% is about no effect
Target sequence (P34981 whole entry, looked up): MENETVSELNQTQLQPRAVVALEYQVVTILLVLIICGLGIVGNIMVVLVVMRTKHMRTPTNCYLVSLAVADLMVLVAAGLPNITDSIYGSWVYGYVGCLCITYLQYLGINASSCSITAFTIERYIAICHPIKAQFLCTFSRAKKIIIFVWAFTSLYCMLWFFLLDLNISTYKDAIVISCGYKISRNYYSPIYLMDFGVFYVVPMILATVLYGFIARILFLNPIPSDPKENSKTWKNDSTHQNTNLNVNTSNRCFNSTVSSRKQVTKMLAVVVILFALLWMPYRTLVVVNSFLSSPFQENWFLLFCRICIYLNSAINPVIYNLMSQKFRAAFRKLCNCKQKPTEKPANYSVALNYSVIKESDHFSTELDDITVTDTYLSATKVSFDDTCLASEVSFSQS
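TRHR-expressing cells loaded with fluo-8 calcium dye were read kinetically (ex 480/em 530) during compound addition, then stimulated with an EC20 of TRH (10 nM final). Enhancement of the Gq-mediated intracellular calcium response was scored.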
TRHR ag: TRH receptor (human) agonism | P34981 | TRHR cells, calcium flux fluo-8, FDSS agonist mode | activation, % at 2 µM | 360,000 compounds, 0.18% hits | AID 493084; in the data active = activation above about 30%; also: 0% is about no effect
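TRHR-expressing cells loaded with fluo-8 calcium dye; 23 nL library compound pin-transferred, kinetic FDSS fluorescence (Ex 480/Em 530) recorded about 180 s for agonist-induced calcium release, before a 10 nM TRH EC20 addition for potentiator mode.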
D1 antag: antagonists of human D1 dopamine receptor; P21728; HEK293 TREx D1 cells, calcium flux, dopamine EC80; hits give low values; activity change, negative = inhibition, % at 10 µM; 360,000 compounds, 3.2% hits; AID 504652; in the data active = activity change below about -30%; also: % is scaled to controls: 0 for no effect and ±100 for the full control effect
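Allosteric or orthosteric antagonism assessed as attenuation of the calcium response to EC80 dopamine, added 180 s after compound, in induced HEK293 Trex D1 cells loaded with no-wash calcium dye.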
D1 ag: human D1 receptor agonism. HEK293 T-REx D1 cells, calcium flux, agonist mode. activation, % at 2 µM. 360,000 compounds, 1% hits; in the data active = activation above about 30%; also: 0% is about no effect
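Agonism was scored from calcium flux recorded over 180 s (1 read/s) after pintool compound addition, following a 10-cycle baseline. Cells were inducible force-coupled HEK293 TREx D1, plated overnight at 30 C and loaded with no-wash calcium dye.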
Apoferritin bind: binds horse apoferritin like a general anesthetic. P02791. apoferritin/1-aminoanthracene competitive binding, fluorescence. Potency, µM (titrated, usually from 77.5 µM), without a hit: at the highest dose activity change, negative = displacement, usual class: inhibitors. 350,000 compounds, 0.074% hits; also: potency is read from the fitted curve at half-maximal effect; % is scaled to controls: 0 for no effect and ±100 for the full control effect; nearly all actives have a fitted effect of over 20% in size
Target sequence (P02791 2-175 limits assumed): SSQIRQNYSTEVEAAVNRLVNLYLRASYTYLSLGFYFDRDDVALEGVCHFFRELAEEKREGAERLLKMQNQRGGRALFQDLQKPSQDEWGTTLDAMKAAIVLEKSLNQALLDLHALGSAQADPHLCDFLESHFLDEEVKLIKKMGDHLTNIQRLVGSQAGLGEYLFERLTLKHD
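Concentration-response curves derived by four-parameter Hill fitting of normalized fluorescence, where compounds displaced 1-AMA from 10 uM horse apoferritin following a brief 10 min room-temperature incubation; propofol titration acted as positive control.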
D2 PAM: positively modulates the human D2 dopamine receptor allosterically; HEK293 T-REx D2, calcium flux, EC20 dopamine potentiation; potentiation, % at 10 µM; AID 485347; 340,000 compounds, 0.34% hits; P14416;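 active = potentiation over 3 SD above the plate norm, cut at about 30% in these data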; also: 0% is about no effect
Target sequence (P14416 whole entry, looked up): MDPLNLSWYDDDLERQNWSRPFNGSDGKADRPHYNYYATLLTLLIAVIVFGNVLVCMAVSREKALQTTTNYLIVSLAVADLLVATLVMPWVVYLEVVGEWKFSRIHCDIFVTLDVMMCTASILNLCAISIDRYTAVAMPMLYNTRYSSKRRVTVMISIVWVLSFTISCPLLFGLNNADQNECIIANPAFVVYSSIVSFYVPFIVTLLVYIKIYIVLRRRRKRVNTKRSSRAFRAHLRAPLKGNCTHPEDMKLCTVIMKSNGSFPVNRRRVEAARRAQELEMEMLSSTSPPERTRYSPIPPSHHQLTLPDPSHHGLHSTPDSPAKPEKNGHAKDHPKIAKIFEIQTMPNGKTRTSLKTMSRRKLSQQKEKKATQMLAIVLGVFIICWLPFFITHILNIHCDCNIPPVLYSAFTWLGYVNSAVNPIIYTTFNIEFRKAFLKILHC
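Tetracycline-induced Hek293 Trex D2 cells, force-coupled to calcium, loaded with no-wash calcium dye. Compound added with 180 s kinetic read for agonism, then EC20 dopamine and a further 180 s read for potentiation.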
D1 potentiator: human D1 dopamine receptor positive modulation | potentiation, % at 10 µM | 360,000 compounds, 0.036% hits | HEK293 TREx D1 cells, calcium flux, dopamine EC20 potentiation | AID 504651 | P21728; in the data active = potentiation above about 30%; also: 0% is about no effect
RXFP1 agonist: agonists of human relaxin receptor RXFP1; HEK293T-RXFP1 cAMP TR-FRET, 30 min; response scale: percent of porcine relaxin response, buffer zero; AID 2676; Potency, µM (titrated, usually from 57.5 µM), without a hit: top-dose activation, hits mostly activators; Q9HBX9; 370,000 compounds, 0.3% hits; also: potency is read from the fitted curve at half-maximal effect; % is scaled to controls: 0 for no effect and ±100 for the full control effect; nearly all actives have a fitted effect of over 60% in size; many of its hits are not listed in these tables
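cAMP rise read by TR-FRET after 30 min, 37C compound exposure (up to 58 uM) in RXFP1-transfected HEK293 cells with Ro 20174 present. EC50 from Hill-equation fits, with 29 nM porcine relaxin as 100% and buffer as basal.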
* hit, by the source's call; ? = inconclusive; nt = not tested or not shown; [ ] = another dose, or the depositor's remark. Unless noted, calls follow the shape of the dose curve; as a rule, active = well fitted curve in the direction sought with a large enough effect; inconclusive = small, poorly fitted or top-dose-only effect, or another doubt; inactive = no such curve, though single readings can be large; an effect the other way counts as inactive or inconclusive. A portion of the library, so the mix of outcomes need not match the whole.

Values in the order – RXFP1 antag	TRHR enhancer	TRHR ag	D1 antag	D1 ag	Apoferritin bind	D2 PAM	D1 potentiator	RXFP1 agonist
- CCC1CN(C(=O)N2CCC(C(=O)N3CCN(c4ccc(F)cc4)CC3)CC2)c2ccccc2O1 (stereo unspecified)
→ -34	8	0.2	-9	2	?	-8	-4	-0.3%
- O=S(=O)(/N=C(/Nc1nc2ccccc2s1)c1ccccc1)c1ccccc1
→ -11	-3	-0.4	-4	5	nt	5	-4	0.2%
- N/C(=N\OC(=O)C(c1ccccc1)c1ccccc1)c1ccccn1
→ -4	0	0.1	0	3	-10%	nt	-4	4.5%
- CCCc1nc2c(=O)n(C)c(=O)nc-2n(C)n1
→ 15	0	0.3	5	4	-10%	-2	0	5.2%
- O=C(CSc1nc(O)cc(=O)n1-c1ccccc1)Nc1nc2ccccc2s1
→ -37	2	0.5	3	4	-13%	2	0	-0.4%
- COc1ccc(C(=O)N/N=C/c2ccc3cccc(OCc4ccccc4)c3n2)cc1
→ 1	-2	0.2	17	4	-8%	-12	-3	8.8%
- CCC(C)[C@H](NC(=O)C1(c2ccccc2)CCN(C(=O)OC(C)(C)C)CC1)C(=O)N[C@@H](C(=O)O)c1ccccc1 (stereo partly specified)
→ nt	-6	-0.2	12	1	-14%	11	3	1.2%
- CCCn1c(CN2CCN(C(=O)OCC)CC2)nc2cc(NC(C)=O)ccc21
→ 7	-2	0.2	11	3	2%	-9	-5	0.0%
- Cc1ccc(C)c(S(=O)(=O)N2CCN(C(=O)CCNC(=O)c3ccc(Br)cc3)CC2)c1
→ -10	-4	-0.2	10	1	nt	-12	-5	1.3%
- COc1ccc(S(=O)(=O)N2CCN(c3c(C)cccc3C)CC2)cc1OC
→ -26	-6	0.2	-5	12	12%	4	-3	2.0%
- CCCc1ncc(C(O)(c2ccccc2)c2ccc(C)cc2)n1C (stereo unspecified)
→ -9	3	3.4	4	6	1%	-4	2	-0.2%
- c1ccc(-c2cc(-c3nnco3)c3ccccc3n2)nc1
→ 3	34*	-0.2	-2	-1	-4%	-1	10	?
- O=C1CN(c2ccc(Br)cc2)C(=O)N1CC(=O)N1CCCc2ccccc21
→ -6	0	0.4	-11	2	-6%	5	4	1.6%
- NC(=O)CCN(Cc1ccccc1)S(=O)(=O)c1ccccc1
→ -2	1	0.1	3	1	-6%	-1	-8	1.8%
- Cc1nc2ccccn2c1C(=O)CSc1ccccc1
→ -5	0	0.1	3	8	-15%	2	-4	2.5%
- OCCCNc1ncnc2oc(-c3ccccc3)c(-c3ccccc3)c12
→ -29	6	-0.2	-21	1	-16%	-6	-2	0.7%
- C/C=C(\C)C(=O)N1CC2(CC(c3cccc(NC(=O)COc4ccc(Cl)cc4)c3)=NO2)C[C@@H]1C(N)=O (stereo partly specified)
→ nt	3	-0.2	20	3	-11%	nt	-2	0.0%
- Cc1ccc(Cc2ccc(C(=O)NNC(N)=S)o2)cc1
→ -7	1	0.2	6	4	-23%	4	0	0.4%
- Cn1c(O)c(N=NC(=O)c2ccco2)c2ccccc21
→ -6	-1	0.1	3	1	-12%	14	-2	0.4%
- c1ccc(CSc2nnc(Cc3ccccn3)o2)cc1
→ -18	10	-0.1	15	1	?	7	0	-0.2%
- O=C1C(=O)N(c2ccccn2)C(c2cccc([N+](=O)[O-])c2)/C1=C(/O)c1ccc(Br)cc1 (stereo unspecified)
→ -7	1	0.3	7	-2	-9%	2	-2	5.9%
- CC1CC(C)CN(C(=O)C2CCN(S(=O)(=O)c3ccc4c(c3)CC(C)N4C(=O)C3CC3)CC2)C1 (stereo unspecified)
→ -22	-17	-1.8	-45*	-1	?	nt	-11	2.0%
- COc1c(/C=C2\SC(=Nc3ccccc3Cl)NC2=O)cccc1[N+](=O)[O-]
→ -11	2	-1.2	-16	0	-23%	14	-2	5.6%
- CN(CCc1cnn(C)c1)Cc1nc(Cc2ccccc2)no1
→ 10	-5	0.1	-11	0	-4%	4	0	-0.2%
- CCOC(=O)c1ccc(N2Cc3ccccc3C2=NC(=O)c2cccs2)cc1
→ 7	-4	0.6	9	2	-16%	7	-5	1.3%
- CC1(C)CC(=O)C=C(Nc2ccc(F)cc2F)C1
→ -2	2	-0.1	-10	1	-12%	18	-8	2.5%
- Cc1ncc2c(c1OC(=O)c1ccccc1)COC(C)(C)OC2
→ -10	7	0.0	-13	0	-15%	14	-5	2.4%
- CC(=O)Nc1ccc2nc(NC(=O)c3ccc([N+](=O)[O-])s3)sc2c1
→ nt	-3	0.1	-25	0	0%	-2	-6	-0.3%
- O=C(NCCOc1ccccc1)C1CCC(=O)N(CCc2ccc(Cl)cc2)C1 (stereo unspecified)
→ -17	-15	0.3	-5	1	-14%	-1	-1	4.2%
- Cc1ccc(NC(=O)CN(C)C(=O)c2ccc(COc3ccccc3)cc2)cc1
→ -5	3	0.1	-5	6	nt	-1	-4	-0.1%

As a working copy, part of the list above:
Values in the order – RXFP1 antag	TRHR enhancer	TRHR ag	D1 antag	D1 ag	Apoferritin bind	D2 PAM	D1 potentiator	RXFP1 agonist
- CC(=O)Nc1ccc2nc(NC(=O)c3ccc([N+](=O)[O-])s3)sc2c1
→ nt	-3	0.1	-25	0	0%	-2	-6	-0.3%
- O=C(NCCOc1ccccc1)C1CCC(=O)N(CCc2ccc(Cl)cc2)C1 (stereo unspecified)
→ -17	-15	0.3	-5	1	-14%	-1	-1	4.2%
- Cc1ccc(NC(=O)CN(C)C(=O)c2ccc(COc3ccccc3)cc2)cc1
→ -5	3	0.1	-5	6	nt	-1	-4	-0.1%

Continued:
Values in the order – RXFP1 antag	TRHR enhancer	TRHR ag	D1 antag	D1 ag	Apoferritin bind	D2 PAM	D1 potentiator	RXFP1 agonist
- COc1ccc(CCNS(=O)(=O)c2cccc([N+](=O)[O-])c2)cc1
→ 10	-5	-0.2	-11	6	?	1	4	-3.7%
- O=C(COC(=O)CCCOc1ccccc1)NC1CCS(=O)(=O)C1 (stereo unspecified)
→ -1	3	0.3	10	3	nt	3	-3	-0.7%
- C/C(=N\N(c1ccccc1)c1ccccc1)c1ccc(O)cc1
→ -10	-3	0.7	-4	1	?	8	-13	2.3%
- Cc1ccc(NC(=O)CSCC(=O)NC2CCCCC2)cc1
→ -2	15	1.4	11	1	-9%	-18	-1	-0.5%
- C/C(=C\c1ccccc1)C(=O)NCCN1CCOCC1
→ -9	5	0.2	nt	0	-6%	-1	-4	2.2%
- COc1cc(/C=C/c2nc3ccccc3c(=O)[nH]2)cc(OC)c1OC
→ 6	-3	0.5	-2	2	5%	6	-1	0.9%
- Cc1nc2ccc(NC(=O)N3CCOCC3)cc2s1
→ -4	0	0.2	-18	0	2%	-5	2	0.1%
- CN1C(=O)C(C)(C)c2cc(S(=O)(=O)N3CCCC(C(=O)NCc4ccc(Cl)cc4)C3)ccc21 (stereo unspecified)
→ nt	-4	-1.1	6	1	-19%	-10	-3	-3.7%
- Nn1c(SCC(=O)NC(=O)NC2CCCC2)nnc1-c1ccccc1F
→ -9	-16	0.2	-32*	-1	-20%	-10	-9	-1.5%
- CCn1cc(C(=O)NCc2ccc3c(c2)OCO3)c(=O)c2cc(F)c(N3CCN(C)CC3)cc21
→ -12	1	-0.7	26	25	?	-14	-10	3.4%
- Cc1cc(Nc2ccc(F)cc2)n2nc(C)nc2n1
→ nt	4	1.5	11	0	2%	0	nt	7.3%
- CCc1nnc(NC(=O)CCC(=O)NC2CCCCCCC2)s1
→ 10	5	0.0	10	1	-6%	12	1	5.2%
- COc1cc(/C=C2\SC(=O)N(c3cccc(Cl)c3)C2=O)cc([N+](=O)[O-])c1O
→ -34	12	-0.1	-27	1	-21%	-2	-9	-1.7%
- COc1ccccc1N1CCN(C2CCC(C)CC2)CC1 (stereo unspecified)
→ -7	-2	-0.2	0	2	-3%	-38	-4	0.5%
- CCOc1cc(C2C(C(=O)OC(C)C)=C(C)N=C3SCCC(=O)N32)ccc1OC(C)=O (stereo unspecified)
→ -3	4	-0.1	1	5	3%	-5	-6	0.5%
- CC1CCCN(C(c2ccccc2)c2sc3ncnn3c2O)C1 (stereo unspecified)
→ 5	0	0.2	-9	6	-8%	-10	-3	-0.8%
- CN1C(=O)/C(=C2\SC(N)=NC2=O)c2ccccc21
→ -30	-6	-0.9	-12	0	-14%	6	-1	0.5%
- CCC(=O)N1CCc2cc(Br)cc(S(=O)(=O)N3CCCC(C(=O)Nc4ccc(OC)c(Cl)c4)C3)c21 (stereo unspecified)
→ nt	8	-0.1	4	0	-12%	-1	-1	0.1%
- CCOc1ccc(NC(=O)C2CC(=O)N(CCc3ccccc3)C2)cc1OC (stereo unspecified)
→ -10	16	0.4	-2	3	nt	-6	-3	0.6%
- c1csc(CNc2nc(-c3cccs3)nc3ccccc23)c1
→ 3	-3	0.1	8	2	6%	5	-7	-0.5%
- CCCn1c(SCC(N)=O)nnc1-c1ccco1
→ -3	7	-0.9	-55*	1	-7%	8	-1	1.7%
- COc1cccc(-c2cc(C(=O)Nc3cccnc3)no2)c1
→ 6	13	-0.1	0	3	-12%	1	-2	7.9%
- COc1ccc(Cl)cc1NC(=O)Cn1c(=O)oc2cc(S(=O)(=O)N3CCCCCC3)ccc21
→ -12	2	-0.3	0	0	-3%	3	-3	0.1%
- COc1ccc(NC(=S)Nc2ccccc2SC)c(OC)c1
→ -8	15	-0.5	-14	1	-9%	5	-4	0.2%
- CC1(C)Cc2ccccc2-c2nnc(-c3cccc(O)c3)n21
→ -3	0	0.1	-3	1	24%	1	4	-0.4%
- CC(C)(C)n1nnnc1CN(Cc1cccnc1)Cc1ccccc1Cl
→ 1	-4	-0.4	11	0	-11%	0	-3	-0.5%
- CC(=O)Nc1ccc(NC(=O)C(c2ccccc2)N2Cc3ccccc3C2=O)cc1 (stereo unspecified)
→ -2	16	-0.7	9	21	52%[activator]	-8	2	1.1%
- CN(CC(=O)Nc1ccc(S(N)(=O)=O)cc1)Cc1ccccc1F
→ 18	1	-0.1	7	6	-3%	8	11	-1.7%
- O=C(Nc1ccccc1C(=O)O)c1ccc(NC(=O)C2CCCO2)cc1 (stereo unspecified)
→ -7	3	1.6	-2	2	-7%	15	-3	0.3%
- Cc1ccc(NC(=O)COC(=O)CCC(=O)c2cccs2)c(C)c1
→ 2	1	0.2	-8	2	-18%	4	-6	-2.1%
- Cc1ccc(C)c(N2CCN(C(=O)Cn3cccc3)CC2)c1
→ -13	10	0.6	-6	4	?	9	-2	-0.3%
- O=C(NCCCCc1ccccc1)C1CC(c2ccccc2C(F)(F)F)=NO1 (stereo unspecified)
→ nt	4	0.3	-6	12	-4%	13	-1	0.0%
